High-throughput results deposited in PubChem by several laboratories.
MsrA inhibitor – bovine MsrA enzyme inhibitors, primary screen, biochemical, absorbance, HTS | inhibition, % at 15.5 µM | 360,000 compounds, 0.75% hits | Methionine sulfoxide reductase A (Bos taurus) | purified bovine MsrA, absorbance read-out; in the data active = inhibition above about 4.5%;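 note: 0% = vehicle wells with enzyme and 100% = reference inhibitor wells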
NRP1-CendR mod – modulators of CendR peptide binding to NRP-1, primary screen, biochemical, fluorescence polarization, uHTS; FAM-RPARPAR peptide binding to NRP-1; inhibition, % at 25 µM; 360,000 compounds, 0.85% hits; AID 602438, 2012;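 active = inhibition or corrected inhibition above about 18%, plus a signal ratio from 0.5 to 1.5, limit read from the data, passing the limit was not always enough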; note: strong numbers were not always called active
Target sequence (O14786 whole entry, looked up): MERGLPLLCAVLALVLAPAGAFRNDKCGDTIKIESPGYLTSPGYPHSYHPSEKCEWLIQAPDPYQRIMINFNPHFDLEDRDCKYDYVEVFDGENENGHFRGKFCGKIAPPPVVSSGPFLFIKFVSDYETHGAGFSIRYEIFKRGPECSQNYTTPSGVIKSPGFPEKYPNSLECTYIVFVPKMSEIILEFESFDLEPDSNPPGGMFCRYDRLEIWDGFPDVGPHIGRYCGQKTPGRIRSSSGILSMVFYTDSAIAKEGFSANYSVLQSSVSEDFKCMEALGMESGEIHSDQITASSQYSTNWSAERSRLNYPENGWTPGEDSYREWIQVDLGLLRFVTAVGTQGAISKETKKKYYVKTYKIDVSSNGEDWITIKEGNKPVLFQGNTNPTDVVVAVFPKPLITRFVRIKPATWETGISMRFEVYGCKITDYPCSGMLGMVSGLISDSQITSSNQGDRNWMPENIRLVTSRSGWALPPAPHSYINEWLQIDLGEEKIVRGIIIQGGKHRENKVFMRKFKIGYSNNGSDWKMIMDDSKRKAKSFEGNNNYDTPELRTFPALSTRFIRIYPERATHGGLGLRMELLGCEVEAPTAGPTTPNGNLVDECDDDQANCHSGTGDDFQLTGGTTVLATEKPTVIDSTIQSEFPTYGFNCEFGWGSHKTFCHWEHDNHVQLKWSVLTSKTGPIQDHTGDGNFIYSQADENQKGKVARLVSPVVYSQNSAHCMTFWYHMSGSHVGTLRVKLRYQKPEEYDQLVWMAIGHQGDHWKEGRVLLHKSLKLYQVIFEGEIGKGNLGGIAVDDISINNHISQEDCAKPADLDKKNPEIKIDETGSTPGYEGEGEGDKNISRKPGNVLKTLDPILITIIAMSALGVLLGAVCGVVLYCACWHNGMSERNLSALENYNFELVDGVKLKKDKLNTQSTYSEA
STEP block – STEP phosphatase inhibitors, primary screen, biochemical, fluorescence intensity, uHTS | inhibition, % at 20 µM | AID 588621, 2011 | Tyrosine-protein phosphatase non-receptor type 5 (Homo sapiens), P54829 | 360,000 compounds, 0.25% hits | recombinant STEP, OMFP fluorogenic substrate;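 active = inhibition at 20 µM, scaled per plate between control wells, above about 37%, limit read from the data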;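 note: 0% = DMSO with enzyme and substrate and 100% = substrate only without enzyme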
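Assay system: isolated STEP enzyme. Buffer or medium: pH 6.0 Bis-Tris with DTT and Tween 20. Also added: fluorogenic phosphatase substrate OMFP at 25 µM final. Dosing: 20 µM, 1% DMSO. Timing: 20 min reaction, room temperature, in the dark. Measured by: fluorescence intensity, excitation 480 nm, emission 540 nm. Evaluation: normalized % inhibition.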
DNMT1 inh – human DNMT1 methyltransferase inhibitors, primary screen, biochemical, molecular beacon, fluorescence, HinP1I cleavage, uHTS; DNA (cytosine-5)-methyltransferase 1 (Homo sapiens), P26358; inhibition (reported as % activation of signal), % at 10 µM; 360,000 compounds, 0.83% hits; AID 588458, 2011; in the data active = inhibition above about 50%
Scp1 inh – Scp-1 phosphatase inhibitors, primary screen, biochemical, colorimetric, uHTS. inhibition, % at 20 µM. AID 493091, 2011. Recombinant Scp1, phosphopeptide, malachite green phosphate absorbance. 340,000 compounds, 0.88% hits;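 active = inhibition above about 50% at 20 µM, limit read from the data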;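 note: plate controls were DMSO wells with enzyme for no effect and wells lacking enzyme for full effect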
Target sequence (Q9GZU7 76-261 limits assumed): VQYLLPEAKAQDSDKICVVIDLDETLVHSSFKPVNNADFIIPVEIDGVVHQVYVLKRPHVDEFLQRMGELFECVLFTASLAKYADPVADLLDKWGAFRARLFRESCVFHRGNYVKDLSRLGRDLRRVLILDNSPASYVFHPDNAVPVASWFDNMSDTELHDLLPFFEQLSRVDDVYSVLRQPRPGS
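Incubation: 45 min enzyme reaction at room temperature / System: truncated SCP-1 phosphatase (76-261aa) / Reagent: Phospho 17-mer peptide substrate / Buffer or medium: Acidic Tris acetate buffer with magnesium and detergent / Signal: absorbance at 630 nm / Doses: one concentration, 20 µM, with 1.0% DMSO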
SUMO1 PPI mod – modulators of SUMO1 protein-protein interactions, primary screen, biochemical, uHTS. Small ubiquitin-related modifier 1 (Homo sapiens), P63165. SUMO1 binding to a labelled peptide, TR-FRET, 1 h. inhibition, % at 20 µM. 360,000 compounds, 0.33% hits. AID 602429, 2012; in the data active = inhibition above about 37%
LMPTP block – LMPTP phosphatase inhibitors, primary screen, biochemical, fluorescence intensity, uHTS; inhibition, % at 20 µM; AID 651560, 2012; recombinant LMPTP-A, OMFP fluorogenic substrate; 360,000 compounds, 0.22% hits; Low molecular weight phosphotyrosine protein phosphatase (Homo sapiens), P24666;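 active = compounds that cut the enzyme signal by at least half of the control window in the single-dose screen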;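 note: plate controls were DMSO wells with enzyme plus substrate for no effect and substrate without enzyme for full effect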
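Test system: LMPTP-A, protein tyrosine phosphatase of low molecular weight; Input: 0.625 nM enzyme; Incubation: 50 min dark incubation at room temperature; Signal: endpoint fluorescence intensity from OMFP dephosphorylation; Read-out basis: % inhibition versus control wells.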
MsrA act – bovine MsrA enzyme activators, primary screen, biochemical, absorbance, HTS. activation, % at 10.6 µM. AID 602163, 2012. purified bovine MsrA, absorbance read-out. 360,000 compounds, 0.3% hits; in the data active = activation above about 7.5%;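 note: 0% = vehicle and 100% = reference activator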
E coli Lon inh – inhibitors of E. coli Lon protease, primary screen, biochemical, fluorescence polarization | P0A9M0 | 360,000 compounds, 0.42% hits | inhibition, % at 7.94 µM | purified E. coli Lon protease | AID 602123, 2011; in the data active = inhibition above about 13%, passing the limit was not always enough;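 note: 0% = enzyme with probe and DMSO and 100% = no enzyme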
Tb MetRS inh – T. brucei MetRS inhibitors, primary screen, biochemical, luminescence. purified T. brucei MetRS, ATP depletion, Kinase-Glo luminescence. inhibition, % at 11.9 µM. 360,000 compounds, 0.4% hits. AID 624268, 2012;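 active = inhibition above a per-plate cutoff of the control wells' mean inhibition plus 3 SD, cut at about 5.5% in these data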;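 note: 0% = DMSO wells median and 100% = median of wells with control inhibitor compound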
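Test system: purified T. brucei MetRS enzyme. Also added: ATP, methionine and E. coli bulk tRNA substrates. Compound: 11.9 µM single point. Schedule: 15 min enzyme-compound preincubation, 2 h reaction, 10 min detection, 25 °C. Signal: luciferase luminescence of residual ATP, Kinase-Glo. Evaluation: percent inhibition versus plate control medians. Controls: DMSO wells, low control.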
An asterisk follows results filed as active; x = not tested or not shown.

compound	MsrA inhibitor	NRP1-CendR mod	STEP block	DNMT1 inh	Scp1 inh	SUMO1 PPI mod	LMPTP block	MsrA act	E coli Lon inh	Tb MetRS inh
Cc1ccc(NC(=O)C(c2ccccc2)c2ccccc2)c(O)c1	0.4	12	-1	3	-7	-2	2.3	0	7	0.1
CC1CC(C)CN(C(=O)CCCn2c(=S)[nH]c3ccccc3c2=O)C1 (stereo not drawn)	0.2	-6	2	-1	-4	-3	0.6	-3	-1	0.2
Cc1nc(-c2ccncc2)sc1C(=O)Nc1ccc(Cl)cc1	0.5	6	-2	0	7	-10	0.8	-11	0	-0.7
CC(C)=CCC/C(C)=C/C=N/NC(=O)c1cccc([N+](=O)[O-])c1	0.0	0	2	6	5	-2	-1.0	-2	-14	0.5
CC[C@]12c3[nH]c4cc(CCC(=O)N(C)C)ccc4c3CCN1C(=O)[C@@H](CC(=O)NCCC1=CCCCC1)C[C@@H]2C(=O)N1CCN(C(=O)c2ccco2)CC1	1.8	-6	-1	-2	1	-1	-0.4	-1	1	-0.6
CCC(C(=O)NCC1CCCO1)N(C(=O)c1snc(C(N)=O)c1N)c1ccc(Cl)cc1 (stereo not drawn)	0.6	9	-1	1	-10	-15	-0.1	-4	6	-0.1
Cc1nn(CC(=O)Nc2ccc(Br)cc2F)c(=O)c2cccn12	0.1	-5	-2	2	-6	-2	0.2	-2	-3	-0.4
Nc1ccn(CC(=O)NCCCc2ccccc2)c(=O)n1	-0.3	13	-2	-1	2	1	0.8	-1	-1	-0.4
CCOc1ccc(Br)cc1S(=O)(=O)Nc1ccc(C(=O)OCC(=O)N(C)c2ccccc2)cc1	-1.0	4	1	-8	-6	0	1.5	-1	-4	-0.5
Cc1cccc(C(=O)N2CC3(C)CC2CC(C)(C)C3)c1 (stereo not drawn)	0.2	-15	3	1	1	0	-0.1	-3	-3	0.3
N#Cc1ccsc1NC(=O)CN1CCN(Cc2ccccc2)CC1	2.1	-6	-2	-12	-3	5	12	-5	-5	-0.3
CCn1nccc1NC(=O)c1csc([C@H]2C[C@H](O)[C@@H](CO)O2)n1	-0.6	-9	-3	1	x	4	-2.7	-2	0	-0.1
CC(C)C[C@H]1CN([C@@H](Cc2ccc(O)cc2)CN2CCC[C@H]2CN2C(=O)C(=O)NC[C@@H]2Cc2ccccc2)C(=O)C(=O)N1CCc1ccccc1	1.5	1	x	x	x	2	0.9	-1	-4	-0.2
CC1C(=O)N2CCCc3cc(NS(=O)(=O)c4ccccc4)cc1c32 (stereo not drawn)	2.0	7	-3	0	1	2	0.1	-2	15	-0.2
Cc1ccc(NC(=O)N2CCC(O)(c3cccnc3)CC2)cc1	-0.5	8	5	2	-5	-1	-4.7	1	9	0.2
O=C(NCc1ccccc1Cl)[C@H]1CCCN1C(=O)[C@H]1CCCN1C(=O)c1ccc(Cl)cc1	2.2	4	x	x	x	10	-1.3	-2	-6	-1.2
O=C(NCc1ccccc1)[C@@H]1CSC2c3ccccc3C(=O)N21 (stereo partly drawn)	0.3	-10	0	-1	-13	0	0.0	-1	-2	-0.5
Cc1cc(NC(=O)CN2C(=O)N(C)C3(CCCCC3)C2=O)ccc1Br	-0.6	-14	-2	-3	-10	0	-0.6	-5	2	-0.3
CSc1ccc(C2(O)Cc3cccc[n+]3C2c2ccccc2)cc1 (stereo not drawn)	1.0	12	-1	-4	-5	5	-1.1	-2	-4	-0.5
COc1ccc(CC(=O)N(C)Cc2ccc(Cl)cc2)cc1S(=O)(=O)N1CCOCC1	-0.4	0	-3	-7	-4	-31	-8.5	-6	-10	-0.4
CCN(CC)c1ccc(NC(=O)/C=C\c2ccccc2Cl)cc1	1.0	-4	2	-10	7	2	2.2	6	1	0.4
Cc1cc(C(=O)NNC(=O)C(CCC(N)=O)NS(=O)(=O)c2ccc(Cl)cc2)c(C)o1 (stereo not drawn)	0.6	1	-3	-1	-7	4	0.5	-4	-13	-0.2
COc1ccc(-c2nnc(SCC(=O)O)n2C)cc1OC	0.3	13	-1	5	-2	0	-0.5	2	-7	0.0
COc1ccc(C2CC3(CC(C)(C)NC(=O)N3)Oc3cc(O)ccc32)cc1 (stereo not drawn)	-0.4	12	5	0	-5	7	-0.1	-5	-6	-0.9
COC(=O)c1ccccc1NC(=O)c1cnn2c(C)cc(C)nc12	0.5	-8	1	-1	-4	4	-0.7	-9	-3	-0.9

3 entries out of the list, arranged by formula weight, highest first.
compound	MsrA inhibitor	NRP1-CendR mod	STEP block	DNMT1 inh	Scp1 inh	SUMO1 PPI mod	LMPTP block	MsrA act	E coli Lon inh	Tb MetRS inh
CC[C@]12c3[nH]c4cc(CCC(=O)N(C)C)ccc4c3CCN1C(=O)[C@@H](CC(=O)NCCC1=CCCCC1)C[C@@H]2C(=O)N1CCN(C(=O)c2ccco2)CC1	1.8	-6	-1	-2	1	-1	-0.4	-1	1	-0.6
COc1ccc(-c2nnc(SCC(=O)O)n2C)cc1OC	0.3	13	-1	5	-2	0	-0.5	2	-7	0.0
Cc1cccc(C(=O)N2CC3(C)CC2CC(C)(C)C3)c1 (stereo not drawn)	0.2	-15	3	1	1	0	-0.1	-3	-3	0.3

Further entries:
compound	MsrA inhibitor	NRP1-CendR mod	STEP block	DNMT1 inh	Scp1 inh	SUMO1 PPI mod	LMPTP block	MsrA act	E coli Lon inh	Tb MetRS inh
Cc1nc(-c2ccc(C(F)(F)F)cc2)sc1C(=O)NN	0.7	2	-2	0	-13	-19	-2.8	1	4	0.2
Cc1ccc(S(=O)(=O)c2c(N)n(Cc3ccco3)c3nc4ccccc4nc23)cc1	0.9	-48	-1	-14	7	-3	3.8	-2	6	1.5
O=C(Cc1nnc(NC(=O)Nc2ccc(F)cc2)s1)NCc1ccccc1	-0.2	-6	2	5	-1	7	2.1	4	7	0.6
CCCNC(=O)C(Cc1ccccc1F)NC(=O)c1ccc(C#N)cc1 (stereo not drawn)	-0.4	-7	-3	4	0	-3	-1.3	-1	0	0.5
CCN(CC(=O)NC(=O)NCc1ccccc1)CC(=O)Nc1cc(Cl)ccc1C	-0.8	17	-2	0	-4	1	0.5	-1	-2	-0.3
COc1cc(/C=C/C(=O)c2ccc(O)cc2)ccc1OCC#N	3.4	-9	-2	-3	-1	-6	-1.6	-10	-6	-0.8
COc1ccc(Nc2nc(N)c([N+](=O)[O-])c(NC3CCCCC3)n2)cc1	1.2	-3	-3	-23	1	-2	3.3	1	5	0.3
NC(=O)c1ccc(OCC2CCCO2)cc1 (stereo not drawn)	-1.7	1	3	2	-5	7	-0.8	-5	6	-0.8
Cc1cc(C)n2nc(C(=O)OCCOc3ccc(F)cc3)nc2n1	-1.1	4	-1	-3	26	1	-1.5	-2	-1	0.0
COc1ccc(CC(=O)OCC(=O)N2CCCc3ccccc32)cc1OC	-0.8	-5	2	5	-7	0	0.3	0	-8	-0.2
COc1ccc(C2=CSC3=NCCN23)cc1Br	0.7	-5	1	-4	5	-7	1.7	0	4	-0.6
CCCn1cc(S(=O)(=O)CC(=O)NC2CCCCC2)c2ccccc21	0.1	1	-3	8	-4	2	-3.6	-13	-4	-1.6
CCOC(=O)c1cnc(SC)nc1NCCOC	-0.8	1	-3	0	-6	1	-1.8	4	0	-0.9
O=C(CCn1c(=S)oc2ccccc21)NCCC1=CCCCC1	1.5	-12	0	1	-4	-4	-2.3	-1	-2	-0.4
Cc1ccc(-c2nnn3c2nc(Cl)c2ccccc23)cc1	0.1	3	4	27	-9	0	-1.5	-4	10	0.2
Cc1ccc(NC2SC(=O)N(Cc3cccc(C(=O)O)c3)C2=O)cc1 (stereo not drawn)	2.7	4	-16	-2	0	-6	-1.9	-9	-4	-0.5
CC1CN(Cc2nc3c(c(=O)n(C)c(=O)n3C)n2Cc2cccc(Cl)c2)CC(C)O1 (stereo not drawn)	1.1	-1	-1	2	-1	0	-1.3	-1	-2	0.1
CCOc1cc(OCC)nc(S(C)(=O)=O)n1	-1.5	-5	-5	5	-4	0	-2.0	-1	10	-0.8
CCOc1cc(C(=O)Nc2ncccn2)cc(OCC)c1OCC	-0.2	1	-13	3	-5	1	0.2	-2	0	0.1
O=C(CSc1nnc(-c2ccc(OC(F)F)cc2)o1)NCc1cccs1	3.8	4	0	-4	-22	3	-1.6	-4	6	-0.6
COc1ccc(-n2nc(C(=O)NCC(=O)NCc3ccco3)c3ccccc3c2=O)cc1Cl	-1.8	12	-2	3	-9	-1	-0.3	-3	-4	-0.6
CCCC1C2C(=O)N(c3ccccc3)C(=O)C2ON1c1ccccc1 (stereo not drawn)	2.5	4	0	1	-4	4	-0.5	-3	3	-0.6
COC(=O)c1ccc(NC(=O)CSc2nnc(COc3ccc4c(c3)CCCC4)o2)cc1	-0.5	-3	0	18	-2	6	0.1	-5	-4	0.0
Cc1n[nH]c2ccc([N+](=O)[O-])cc2c1=O	0.8	6	2	7	x	-34	-1.6	0	-10	0.0
COc1ccc(S(=O)(=O)N2CCOC23CCN(S(=O)(=O)c2ccc(Cl)cc2)CC3)cc1	-0.1	0	-1	-3	-11	8	1.6	-4	2	-0.5
CCCC(C)C1c2c(c(C)c(C)oc2=O)Oc2c(C)c(C)oc(=O)c21 (stereo not drawn)	-0.3	19	2	0	0	0	0.2	1	-16	-0.2
O=C1CC(NC(=O)C(F)(F)F)=NN1c1ccccc1	0.0	0	10	-5	-2	2	0.1	-9	-3	-0.6
CCCNc1c(NS(=O)(=O)c2ccc(C)c(C)c2)c(=O)oc2ccccc12	2.5	10	-3	0	-1	5	0.4	-3	-3	0.3
Cc1cc(NC(=O)c2c([N+](=O)[O-])cnn2C)no1	-0.6	6	-1	3	7	-3	-4.3	2	-3	-0.4
Cc1ccc(NC(=S)N2CCCC(CO)C2)c(C)c1 (stereo not drawn)	1.4	6	0	1	-3	-1	-0.5	-1	0	-0.3
O=C(Oc1cccc(N2C(=O)C3C4c5ccccc5C(c5ccccc54)C3C2=O)c1)c1ccco1 (stereo not drawn)	-0.4	6	0	-2	-12	2	0.4	-4	-1	0.3
